p97 inhibitor: inhibitors of human p97 ATPase; P55072; recombinant p97 ATPase, Kinase-Glo ATP luminescence, 3 h; inhibition, % at 8 µM; 220,000 compounds, 0.42% hits; AID 1481; in the data active = inhibition above about 15%;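 also: 0% = DMSO vehicle and 100% = wells lacking enzyme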
RBBP9 inhibitor: inhibitors of human serine hydrolase RBBP9; recombinant RBBP9, FP-Rh probe fluorescence polarization; O75884; 220,000 compounds, 0.2% hits; inhibition, % at 7.94 µM; AID 1515;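 active = inhibition above the campaign mean of all tested compounds plus 3 SD, cut at about 14% in these data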;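 also: plate controls were DMSO wells with RBBP9 for no effect and wells lacking RBBP9 protein for full effect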
Target sequence (O75884 whole entry, looked up): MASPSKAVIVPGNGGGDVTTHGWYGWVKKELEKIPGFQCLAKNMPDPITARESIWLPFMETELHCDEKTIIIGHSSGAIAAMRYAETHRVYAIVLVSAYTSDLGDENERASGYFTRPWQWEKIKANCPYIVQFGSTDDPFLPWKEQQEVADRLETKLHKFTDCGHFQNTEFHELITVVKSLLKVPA
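Material: RBBP9 protein. Amount: RBBP9 at 2.5 µM in dispensed solution, before mixing. Schedule: 30 min then 45 min, 25 °C. Medium: Tris buffer pH 8.0, NaCl, Pluronic. Measured by: fluorescence polarization. Measure: percent inhibition from mP, scaled between DMSO and no-protein wells. Replication: one well per compound.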
m-calpain inh: calpain II (pig) inhibition; purified calpain II, fluorogenic peptide substrate, 30 min; 220,000 compounds, 0.37% hits; AID 1236; inhibition, % at 16 µM;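 active = inhibition above about 50%, limit read from the data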
Tb hexokinase: blocks Trypanosoma brucei hexokinase 1 activity; recombinant TbHK1, G6PDH-coupled NADH A340; inhibition, % at 10 µM; 220,000 compounds, 0.11% hits;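 active = inhibition of 50% or more in the single-dose primary screen; inactive = inhibition below 50%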
EBV gp42 inh: blocks Epstein-Barr virus glycoprotein 42 binding | AID 1085 | Q1HVG2 | inhibition, % (tested at 21.74 µM) | 220,000 compounds, 0.42% hits | Fluorescence polarization binding assay, mP read-out; in the data active = inhibition above about 50%
Target sequence (Q1HVG2 whole entry, looked up): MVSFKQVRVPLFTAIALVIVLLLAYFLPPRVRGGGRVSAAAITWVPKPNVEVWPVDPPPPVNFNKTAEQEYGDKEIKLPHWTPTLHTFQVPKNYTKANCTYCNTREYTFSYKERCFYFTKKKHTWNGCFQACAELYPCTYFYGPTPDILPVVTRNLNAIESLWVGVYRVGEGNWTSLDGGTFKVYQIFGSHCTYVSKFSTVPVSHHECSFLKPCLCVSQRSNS
Runt-CBFb FRET: blocks binding of human RUNX1 Runt domain to CBFb. Cerulean-Runt/Venus-CBFb FRET ratio 530/480, 1 h. inhibition, % at 20 µM. 220,000 compounds, 0.46% hits. AID 1496;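 active = inhibition over about 50% at 20 µM in the single-dose screen, limit read from the data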;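 also: 0% = DMSO wells and 100% = excess unlabeled CBFb competitor control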
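Assay system: Cerulean-Runt domain / Medium: Tris 50 mM pH 7.5, KCl, K2SO4, 0.01% BSA / Timing: protein complex preformed 1 h, compound exposure 1 h, room temperature, dark / Measured by: FRET, excitation 422 nm, emission at 530 and 480 nm / Evaluation: loss of energy transfer signal / Control set: 5 µM unlabeled CBFb as full-inhibition high control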
Furin inhibitor: blocks human furin protease activity; P09958; purified furin, fluorogenic substrate cleavage; inhibition, % at 30 µM; 220,000 compounds, 0.061% hits; AID 463115; in the data active = inhibition above about 25%; also: inactives centre near -15
Target sequence (P09958 108-714 limits assumed): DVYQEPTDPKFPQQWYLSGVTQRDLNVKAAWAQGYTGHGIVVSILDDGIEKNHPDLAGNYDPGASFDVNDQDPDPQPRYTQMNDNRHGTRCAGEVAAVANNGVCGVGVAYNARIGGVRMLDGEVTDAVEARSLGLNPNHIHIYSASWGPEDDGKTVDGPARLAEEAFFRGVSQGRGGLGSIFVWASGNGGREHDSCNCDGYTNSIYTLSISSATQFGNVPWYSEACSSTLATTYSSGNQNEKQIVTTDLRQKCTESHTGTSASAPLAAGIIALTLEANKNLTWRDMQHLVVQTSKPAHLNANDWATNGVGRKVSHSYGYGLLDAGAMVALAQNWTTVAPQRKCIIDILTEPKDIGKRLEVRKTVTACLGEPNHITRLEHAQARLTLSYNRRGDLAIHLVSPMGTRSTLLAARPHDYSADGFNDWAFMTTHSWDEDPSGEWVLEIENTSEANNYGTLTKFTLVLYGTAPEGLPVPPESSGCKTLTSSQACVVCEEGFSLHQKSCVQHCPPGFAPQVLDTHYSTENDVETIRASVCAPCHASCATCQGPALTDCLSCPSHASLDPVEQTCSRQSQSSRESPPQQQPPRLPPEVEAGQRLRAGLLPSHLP
NCF1 inh: p47phox (human) inhibition. P14598. p47phox/p22phox peptide binding, fluorescence polarization, 2 h. inhibition, % at 24.7 µM. 220,000 compounds, 0.53% hits. AID 1274;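 active = inhibition above about 30%, limit read from the data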;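 also: 0% = p47phox with labelled peptide and 100% = labelled peptide alone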
Runt-SMMHC FRET: blocks binding of human RUNX1 Runt domain to CBFb-SMMHC | 220,000 compounds, 0.74% hits | inhibition, % at 20 µM | Q01196+Q13951 | Cerulean-Runt/Venus-CBFb-SMMHC FRET ratio 530/480, 1 h;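 active = mean inhibition across duplicate retests at 20 µM reaching about 50%, limit read from the data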;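 also: 0% = DMSO wells and 100% = wells with excess untagged CBFb-SMMHC; inhibitors lower the FRET ratio by blocking Runt binding to CBFb-SMMHC; some results filed as inactive read as strong as hits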
An asterisk follows results filed as active; [ ] = another dose, or the depositor's remark.

Screening CCCCCSc1nnc2c(n1)OC(C)N(C(C)=O)c1ccccc1-2 (centres undefined) returned p97 inhibitor -3, RBBP9 inhibitor -11, m-calpain inh 5, Tb hexokinase -13, EBV gp42 inh -26, Runt-CBFb FRET 0, Furin inhibitor -24, NCF1 inh -5 and Runt-SMMHC FRET -14.
Screening O=C(/C=C/c1ccccc1)N/C(=C/c1ccccc1)C(=O)NCCCO returned p97 inhibitor 0, RBBP9 inhibitor -3, m-calpain inh 23, Tb hexokinase -9, EBV gp42 inh 1, Runt-CBFb FRET -2, Furin inhibitor -8, NCF1 inh 5 and Runt-SMMHC FRET -4.
For N#CCCn1c2ccccc2c2nc3ccccc3nc21 the results were p97 inhibitor -1, RBBP9 inhibitor 1, m-calpain inh -25, Tb hexokinase -18, EBV gp42 inh -6, Runt-CBFb FRET -9, Furin inhibitor -17, NCF1 inh -6 and Runt-SMMHC FRET -29.
For OCCN(CCO)CC(O)COc1ccc(C23CC4CC(CC(C4)C2)C3)cc1 (centres undefined) the results were p97 inhibitor -3, RBBP9 inhibitor -1, m-calpain inh -12, Tb hexokinase -21, EBV gp42 inh -8, Runt-CBFb FRET -2, Furin inhibitor -24, NCF1 inh -3 and Runt-SMMHC FRET 2.
For Cc1ccccc1OCC(=O)NC(=S)Nc1ccc(Br)c(C)n1 the results were p97 inhibitor 7, RBBP9 inhibitor 2, m-calpain inh 26, Tb hexokinase -13, EBV gp42 inh 9, Runt-CBFb FRET -2, Furin inhibitor -18[20 µM], NCF1 inh 2 and Runt-SMMHC FRET 8.
For Cc1nn(Cc2nnc(SCC(=O)Nc3cccc(C(F)(F)F)c3)n2C)c(C)c1[N+](=O)[O-] the results were p97 inhibitor 5, RBBP9 inhibitor 4, m-calpain inh -19, Tb hexokinase -7, EBV gp42 inh -15, Runt-CBFb FRET 1, Furin inhibitor -17, NCF1 inh -9 and Runt-SMMHC FRET 1.
Cc1cc(Cl)nc(-c2ccccc2)n1 was read as p97 inhibitor 9, RBBP9 inhibitor -5, m-calpain inh -14, Tb hexokinase -2, EBV gp42 inh -21, Runt-CBFb FRET -1, Furin inhibitor -26, NCF1 inh -8 and Runt-SMMHC FRET -1.
`CCSc1cc(N2CC(C)OC(C)C2)nc(-c2ccccc2Cl)n1` (centres undefined) gave p97 inhibitor 2, RBBP9 inhibitor -3, m-calpain inh -6, Tb hexokinase -5, EBV gp42 inh 2, Runt-CBFb FRET -2, Furin inhibitor -9[20 µM], NCF1 inh -9 and Runt-SMMHC FRET 2.
Cc1cc(NC(=O)CSc2nc3c(c(=O)n2Cc2ccccc2)SC(C)C3)no1 (centres undefined) was read as m-calpain inh 10, Tb hexokinase 5, EBV gp42 inh -6, Runt-CBFb FRET 0, Furin inhibitor -36, NCF1 inh -2 and Runt-SMMHC FRET 0.
Screening Cc1c(N(C(=O)CNC(=O)c2ccccc2)C2(C(=O)NC3CCCC3)CCCCC2)c(=O)n(-c2ccccc2)n1C returned p97 inhibitor 4, RBBP9 inhibitor -6, m-calpain inh -12, Tb hexokinase -2, EBV gp42 inh 3, Runt-CBFb FRET -1, Furin inhibitor -21, NCF1 inh -3 and Runt-SMMHC FRET 2.
Screening O=C(CSc1nncn1-c1ccccc1)c1c[nH]c2ccccc12 returned p97 inhibitor 2, RBBP9 inhibitor -9, m-calpain inh -12, Tb hexokinase -2, EBV gp42 inh -2, Runt-CBFb FRET 2, Furin inhibitor -16, NCF1 inh -11 and Runt-SMMHC FRET 2.
For CCOc1ccc(NC(=O)CN2CCN(S(=O)(=O)c3ccc(Cl)cc3)CC2)cc1 the results were p97 inhibitor -5, RBBP9 inhibitor -6, m-calpain inh 11, Tb hexokinase -2, EBV gp42 inh -13, Runt-CBFb FRET -6, Furin inhibitor -18, NCF1 inh -2 and Runt-SMMHC FRET -3.
`C=CCNC1=C(Cl)C(=O)c2ccccc2C1=O` gave p97 inhibitor 5, RBBP9 inhibitor -6, m-calpain inh 17, Tb hexokinase 13, EBV gp42 inh -11, Runt-CBFb FRET -2, Furin inhibitor -22, NCF1 inh 9 and Runt-SMMHC FRET -1.
Screening CN(C)CCCN(C(=O)C1COc2ccccc2O1)c1nc2ccc(F)cc2s1 (centres undefined) returned p97 inhibitor 3, RBBP9 inhibitor -1, m-calpain inh -18, Tb hexokinase 8, EBV gp42 inh -10, Runt-CBFb FRET 0, Furin inhibitor -15, NCF1 inh -12 and Runt-SMMHC FRET -4.
Screening COc1cc(CN2CCN(S(=O)(=O)c3ccc(F)cc3)CC2)cc(OC)c1OC returned p97 inhibitor -2, RBBP9 inhibitor 2, m-calpain inh -34, Tb hexokinase -2, EBV gp42 inh -2, Runt-CBFb FRET -2, Furin inhibitor -14, NCF1 inh -4 and Runt-SMMHC FRET -5.
Cc1onc(-c2ccccc2)c1C(=O)NCCc1c[nH]c2ccccc12 was read as p97 inhibitor -1, RBBP9 inhibitor -9, m-calpain inh -7, Tb hexokinase 3, EBV gp42 inh -8, Runt-CBFb FRET -1, Furin inhibitor -15, NCF1 inh -15 and Runt-SMMHC FRET 0.
For O=C(CCNS(=O)(=O)c1ccc(Br)cc1)NCc1ccc2c(c1)OCO2 the results were p97 inhibitor -1, RBBP9 inhibitor -6, m-calpain inh 19, Tb hexokinase 5, EBV gp42 inh -26, Runt-CBFb FRET -2, Furin inhibitor -11, NCF1 inh -7 and Runt-SMMHC FRET 3.
COC(=O)c1ccc(NC(=O)C2CC(=O)OC2c2ccccc2)cc1 (centres undefined) was read as p97 inhibitor 5, RBBP9 inhibitor -6, m-calpain inh 0, Tb hexokinase 4, EBV gp42 inh -17, Runt-CBFb FRET -1, Furin inhibitor -19, NCF1 inh -7 and Runt-SMMHC FRET -1.
For COC(=O)c1oc2ccc(Cl)cc2c1-n1cccc1 the results were p97 inhibitor 1, RBBP9 inhibitor -6, m-calpain inh -20, Tb hexokinase -4, EBV gp42 inh 8, Runt-CBFb FRET -1, Furin inhibitor -35[20 µM], NCF1 inh -8 and Runt-SMMHC FRET -68.
For COCCn1c(SCCN2CCCCC2)nc2ccccc2c1=O the results were p97 inhibitor 3, RBBP9 inhibitor 0, m-calpain inh -18, Tb hexokinase -1, EBV gp42 inh -4, Runt-CBFb FRET -2, Furin inhibitor -21, NCF1 inh -9 and Runt-SMMHC FRET -3.
CCCNC(=O)COC(=O)/C=C/c1cccc(F)c1 was read as p97 inhibitor 5, RBBP9 inhibitor 4, m-calpain inh -10, Tb hexokinase 3, EBV gp42 inh -10, Runt-CBFb FRET 2, Furin inhibitor -34, NCF1 inh -10 and Runt-SMMHC FRET -1.
`Cc1ccc2cc(C#N)c(SCC(=O)Nc3ccc4sc(C)nc4c3)nc2c1` gave p97 inhibitor 2, RBBP9 inhibitor -8, m-calpain inh -17, Tb hexokinase -7, EBV gp42 inh -10, Runt-CBFb FRET -3, Furin inhibitor -18[20 µM], NCF1 inh -14 and Runt-SMMHC FRET -7.
For C=CCNCCCOc1ccc(C)cc1Br the results were p97 inhibitor -5, RBBP9 inhibitor -2, m-calpain inh 18, Tb hexokinase 18, EBV gp42 inh -10, Runt-CBFb FRET 0, Furin inhibitor -8, NCF1 inh -8 and Runt-SMMHC FRET 2.
`Cc1cc(C)c(NC(=O)CS(=O)CC(=O)NC2CCCc3ccccc32)c(C)c1` (centres undefined) gave p97 inhibitor -3, RBBP9 inhibitor -13, m-calpain inh -11, Tb hexokinase 2, EBV gp42 inh -17, Runt-CBFb FRET 0, Furin inhibitor -3[20 µM], NCF1 inh -4 and Runt-SMMHC FRET 0.
`COc1cc(C(C(=O)NC2CCCCC2)N(C(=O)Cc2c[nH]c3ccccc23)c2ccc(C)cc2)cc(OC)c1OC` (centres undefined) gave p97 inhibitor 6, RBBP9 inhibitor -4, m-calpain inh -36, Tb hexokinase 28, EBV gp42 inh 2, Runt-CBFb FRET -1, Furin inhibitor -17, NCF1 inh -5 and Runt-SMMHC FRET 0.
COc1ccc(CCNC(=O)c2nn(C)cc2Cl)cc1 was read as p97 inhibitor -6, RBBP9 inhibitor -5, m-calpain inh -41, Tb hexokinase 6, EBV gp42 inh -9, Runt-CBFb FRET 0, Furin inhibitor -15[20 µM], NCF1 inh 1 and Runt-SMMHC FRET 2.
For Cc1ccc(N/C=C2\CCCCC2=O)c(C)c1 the results were p97 inhibitor 5, RBBP9 inhibitor -3, m-calpain inh 0, Tb hexokinase 4, EBV gp42 inh -24, Runt-CBFb FRET 0, Furin inhibitor -6, NCF1 inh -12 and Runt-SMMHC FRET 5.
For CCC1C(=O)N=C(SCC(=O)Nc2ccc(C(=O)OC)cc2)NC1=O (centres undefined) the results were p97 inhibitor 2, RBBP9 inhibitor -8, m-calpain inh 16, Tb hexokinase 3, EBV gp42 inh -3, Runt-CBFb FRET 1, Furin inhibitor -29, NCF1 inh -15 and Runt-SMMHC FRET -2.
CC(C)CCNC(=O)c1cc(-c2ccncc2)nc2ccc(S(=O)(=O)N3CCOCC3)cc12 was read as p97 inhibitor 1, RBBP9 inhibitor -4, m-calpain inh -9, Tb hexokinase -4, EBV gp42 inh -5, Runt-CBFb FRET 0, Furin inhibitor -29, NCF1 inh 15 and Runt-SMMHC FRET 1.
`COc1ccc(Nc2nnc(SCC(=O)N3CC(=O)Nc4ccccc43)s2)cc1` gave p97 inhibitor 0, RBBP9 inhibitor 2, m-calpain inh 37, Tb hexokinase -12, EBV gp42 inh -5, Runt-CBFb FRET 2, Furin inhibitor -10 and Runt-SMMHC FRET -4.
CN(C)/C=C(\C#N)C(=O)c1cccc(Oc2ccc(Br)cc2)c1 was read as p97 inhibitor 3, RBBP9 inhibitor -1, m-calpain inh -29, Tb hexokinase -9, EBV gp42 inh -2, Runt-CBFb FRET -3, Furin inhibitor -10[20 µM], NCF1 inh -20 and Runt-SMMHC FRET -5.
CCOC(=O)c1ccc[n+](CC(=O)c2ccccc2)c1 was read as p97 inhibitor -9, RBBP9 inhibitor -6, m-calpain inh 10, Tb hexokinase 3, EBV gp42 inh 3, Runt-CBFb FRET -3, Furin inhibitor -8, NCF1 inh -6 and Runt-SMMHC FRET -9.
`COC(=O)[C@@H](NC(=O)O[C@@H]1C(=O)c2cc(Br)ccc2O[C@H]1c1cccc(OC)c1)C(C)C` gave p97 inhibitor 3, RBBP9 inhibitor -10, m-calpain inh -2, Tb hexokinase -7, EBV gp42 inh -23, Runt-CBFb FRET -4, Furin inhibitor -5, NCF1 inh -6 and Runt-SMMHC FRET -14.
COc1ccccc1NC(=S)Nc1cccc2cnccc12 was read as p97 inhibitor -2, RBBP9 inhibitor -1, m-calpain inh -13, Tb hexokinase -7, EBV gp42 inh 13, Runt-CBFb FRET 39, Furin inhibitor -15, NCF1 inh 3 and Runt-SMMHC FRET 12.
Screening COCc1cc(=O)n2[nH]c(-c3cccc(Br)c3)cc2n1 returned p97 inhibitor 1, RBBP9 inhibitor 0, m-calpain inh -30, Tb hexokinase -1, EBV gp42 inh -16, Runt-CBFb FRET 16, Furin inhibitor -22, NCF1 inh -8 and Runt-SMMHC FRET 6.
`CC(C)c1ccc(NC(=S)N(C)CCc2ccccn2)cc1` gave p97 inhibitor -4, RBBP9 inhibitor -5, m-calpain inh 19, Tb hexokinase 7, EBV gp42 inh 1, Runt-CBFb FRET -2, Furin inhibitor -6, NCF1 inh 4 and Runt-SMMHC FRET -2.

Not a hit list (roughly 2.7% active in at least one column).
